# SMN2 splice enh – qHTS Assay for Enhancers of SMN2 Splice Variant Expression | HEK293 SMN2-luciferase splicing reporter, luminescence, 30-36 h | Potency, µM (highest dose often 46.1 µM), inactives show at the top dose activity change, positive = activation, actives largely listed as activators | 210,000 compounds, 2.8% hits | AID 1458, 2008; note: % of control where 0% means no effect; nearly all actives have a fitted effect of over 55% in size
#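 HEK293 cells carry an SMN2 minigene-luciferase reporter in which exon 7 inclusion puts luciferase in frame. Cells were seeded at 2000 cells/well, attached for 10-12 hours, then exposed to compounds for 30-36 hours at 37C before ONE-Glo luminescence.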
# HTT aggregate – qHTS Multiplex Assay to Identify Dual Action Probes in a Cell Model of Huntington: Aggregate Formation (GFP); PC12 HttQ103-GFP aggregates, Acumen cytometry, 40 h; 220,000 compounds, 1.1% hits; Potency, µM (titrated, usually from 46.1 µM), for inactives: at the top dose activity change, negative = inhibition, most hits filed as inhibitors; AID 1688, 2009; note: % is set by controls: 0 for no effect and ±100 for the full control effect; nearly all actives have a fitted effect of over 60% in size
#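 Steps: seed 1500 PC12 HTTQ103-GFP cells/well; add tebufenozide, 100 nM final; add compound titration; add ATPLite reagent; quantify GFP aggregates by laser scanning cytometry.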
# Tau fibril FP – qHTS for Inhibitors of Tau Fibril Formation, Fluorescence Polarization | Microtubule-associated protein tau (Homo sapiens), P10636 | K18 P301L tau heparin fibrillization, Alexa594 FP, 6 h | Potency, µM (top dose mostly 57.7 µM), inactives show top-dose activity, negative = inhibition, actives largely listed as inhibitors | 280,000 compounds, 0.39% hits; note: % is set by controls: 0 for no effect and ±100 for the full control effect; nearly all actives have a fitted effect of over 55% in size
# Target sequence (P10636 561-689 P618L limits assumed): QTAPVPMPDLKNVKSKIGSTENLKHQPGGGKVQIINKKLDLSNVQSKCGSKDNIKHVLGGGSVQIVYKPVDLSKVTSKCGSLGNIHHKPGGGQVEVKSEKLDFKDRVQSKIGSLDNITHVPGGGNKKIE
#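 Human tau K18 […] P301L fragment, 15 uM unlabeled plus 0.24 uM Alexa 594-labeled tau (final), with compound and 20 uM heparin in 100 mM sodium acetate pH 7; 6 hr at 37 C, then Alexa 594 FP read.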
# ALDH1A1 inh – qHTS Assay for Inhibitors of Aldehyde Dehydrogenase 1 (ALDH1A1); Aldehyde dehydrogenase 1A1 (Homo sapiens), P00352; Purified ALDH1A1, NADH fluorescence, propionaldehyde substrate; Potency, µM (titrated, usually from 75.3 µM), for inactives: at the top dose activity, negative = inhibition, usual class: inhibitors; 220,000 compounds, 7.3% hits; AID 1030, 2008; active = well fitted inhibition curve with a large enough effect, not every such curve was filed as active; inconclusive = small, poorly fitted or top-dose-only effect, or another doubt; inactive = no such curve, though single readings can be large or run the other way;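 note: plate controls were no enzyme wells and a reference inhibitor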
# Target sequence (P00352 whole entry, looked up): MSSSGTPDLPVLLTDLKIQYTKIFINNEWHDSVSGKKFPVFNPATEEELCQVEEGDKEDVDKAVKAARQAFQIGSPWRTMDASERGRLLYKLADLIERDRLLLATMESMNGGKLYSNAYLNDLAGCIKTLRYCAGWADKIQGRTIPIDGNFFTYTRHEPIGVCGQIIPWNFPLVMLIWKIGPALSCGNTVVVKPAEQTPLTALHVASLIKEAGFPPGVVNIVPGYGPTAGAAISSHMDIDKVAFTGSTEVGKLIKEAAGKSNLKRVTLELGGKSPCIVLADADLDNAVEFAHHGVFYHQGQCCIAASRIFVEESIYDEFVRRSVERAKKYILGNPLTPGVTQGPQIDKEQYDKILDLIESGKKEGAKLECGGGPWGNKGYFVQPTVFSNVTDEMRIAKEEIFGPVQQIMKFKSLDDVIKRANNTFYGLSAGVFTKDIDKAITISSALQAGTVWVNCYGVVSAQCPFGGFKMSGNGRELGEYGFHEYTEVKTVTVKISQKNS
# Tau ThT inhib – qHTS for Inhibitors of Tau Fibril Formation, Thioflavin T Binding; Microtubule-associated protein tau (Homo sapiens), P10636; recombinant tau K18 P301L, heparin-induced fibrillization, ThT fluorescence; Potency, µM (top dose mostly 57.4 µM), for the others: top-dose activity, negative = inhibition, usual class: inhibitors; 270,000 compounds, 2.1% hits; AID 1460, 2008; note: % is set by controls: 0 for no effect and ±100 for the full control effect; nearly all actives have a fitted effect of over 55% in size
#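 Heparin-induced (20 uM) aggregation of recombinant human K18 P301L tau, 15 uM unlabeled with 0.24 uM labeled, pH 7 acetate buffer, 6 hr at 37 C with compound. Fibrils quantified by 30 uM ThT fluorescence after 1 hr ambient incubation.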
# JMJD2E inh – qHTS Assay for Inhibitors of Human Jumonji Domain Containing 2E (JMJD2E). Lysine-specific demethylase 4E (Homo sapiens), B2RXH2. JMJD2E catalytic domain, FDH-coupled NADH fluorescence (FDH is formaldehyde dehydrogenase). Potency, µM (highest dose often 57.1 µM), for the others: at the highest dose activity change, negative = inhibition, most hits filed as inhibitors. 230,000 compounds, 1.6% hits; active = well fitted inhibition curve with a large enough effect, not every such curve was filed as active; inconclusive = small, poorly fitted or top-dose-only effect, or another doubt; inactive = no such curve, though single readings can be large or run the other way;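 note: 0% = wells with enzyme and -100% = buffer wells without enzyme; nearly all actives have a fitted effect of over 50% in size; many of its hits are not listed in these tables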
# Target sequence (B2RXH2 1-337 limits assumed): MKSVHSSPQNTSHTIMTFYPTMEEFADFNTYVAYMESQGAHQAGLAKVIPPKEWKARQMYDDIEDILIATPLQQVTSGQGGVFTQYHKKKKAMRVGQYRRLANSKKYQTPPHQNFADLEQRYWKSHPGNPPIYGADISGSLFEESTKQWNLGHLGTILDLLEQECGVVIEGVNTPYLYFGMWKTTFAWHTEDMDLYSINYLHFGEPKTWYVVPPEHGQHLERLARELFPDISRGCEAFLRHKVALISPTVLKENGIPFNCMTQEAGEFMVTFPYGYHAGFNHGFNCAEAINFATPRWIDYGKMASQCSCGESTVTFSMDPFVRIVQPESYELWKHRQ
# Tau fluor counter – Counterscreen qHTS for Inhibitors of Tau Fibril Formation, Fluorescence Polarization; tau K18 P301L Alexa594 fluorescence, heparin fibrillization; Potency, µM (titrated, usually from 57.7 µM), inactives show at the highest dose activity change, negative = decrease; 280,000 compounds, 0.93% hits; AID 1463, 2008; note: % is set by controls: 0 for no effect and ±100 for the full control effect; nearly all actives have a fitted effect of over 55% in size
#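 Human tau K18 P301L (15 uM unlabeled, 0.24 uM Alexa 594-labeled) in 100 mM sodium acetate pH 7 with 20 uM heparin, 6 hr at 37 C. ThT 30 uM added, 1 hr ambient; Alexa 594 FP and total fluorescence read at 555/632 nm.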
# HTT ATP protect – qHTS Multiplex Assay to Identify Dual Action Probes in a Cell Model of Huntington: Cytoprotection (ATP); 230,000 compounds, 0.14% hits; PC12 HTT-Q103 induced, cytoprotection, ATP luminescence, 40 h; Potency, µM (highest dose often 56.4 µM), for inactives: cytoprotection (ATP increase), most hits filed as activators; AID 1471, 2008;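 note: % of control where 0% means no effect; nearly all actives have a fitted effect of over 45% in size; toxic huntingtin expression switched on by the ecdysone agonist tebufenozide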
#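 Compounds were screened for protection of PC12 cells against cell death after tebufenozide induction (100 nM final) of mutant Huntingtin exon 1 (Q103) fused to GFP.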
# Active calls of the source: *; u = inconclusive; x = not tested or not shown; & = joins results of further samples; [ ] = another dose, or the depositor's remark. Unless noted, calls come from the whole dose curve; as a rule, active = well fitted curve in the direction sought with a large enough effect; inconclusive = small, poorly fitted or top-dose-only effect, or another doubt; inactive = no such curve, though single readings can be large; an effect the other way counts as inactive or inconclusive. Potency is the fitted concentration of half-maximal effect. Some of the compounds tested, so the mix of outcomes need not match the whole.
SMILES	SMN2 splice enh	HTT aggregate	Tau fibril FP	ALDH1A1 inh	Tau ThT inhib	JMJD2E inh	Tau fluor counter	HTT ATP protect
O=C(Cn1nnc(-c2cccs2)n1)NCc1cccs1	4%	-5%	12%	-1%	-5%	2%	-1%	-8%
CNC(=S)Nc1ccc(Cc2ccncc2)cc1	x	15%[9.22 µM]	2%	u	2%	2%	6%	12%[10 µM]
NC(=O)N/N=C/CCc1ccccc1	x	-1%[9.22 µM]	3%	x	-8%	0%	-12%	-2%[10 µM]
N#Cc1ccc2c(c1)nc1ccccn12	20%	-6%	1%	u	-16%	u	-14%	-65%[inhibitor]
COc1ccc(-n2nnnc2-c2cnc(N3CCCC3)nc2C(F)(F)F)cc1	-42%[inhibitor]	-25%	3%	0%	-7%	-7%	-12%	-20%
COC(C(=O)Nc1ccc(C(N)=O)cc1)c1ccccc1 (stereo not given)	16µM*	6%[9.22 µM]	1%	11%	-15%	1%	5%	-1%[10 µM]
Clc1ccc(SCCCCn2cncn2)cc1	-12%	-26%	-9%	-1%	-9%	5%	-11%	-4%[0.074 µM]
O=C(COC(=O)C1CC2C=CC1C2)NCc1ccc(F)cc1 (stereo not given)	10%	2%	7%	5%	3%	-1%	7%	u
COc1ccc(CN2C(=O)c3oc4ccccc4c(=O)c3C2c2ccc(O)c(OC)c2)cc1 (stereo not given)	x	-1%[9.22 µM]	0%&-3%	x	2%&-5%	-2%	-3%&-5%	-7%[10 µM]
CCO[C@@H]1OC(C(=O)O)=C[C@H](C)[C@H]1CCCO	x	-9%[9.22 µM]	5%	5%	6%	1%	6%	23%[10 µM]
C=CCN(Cc1cccc(OC)c1OC)S(=O)(=O)N(C)C	2%	10%	9%	25µM*	3%	1%	5%	-22%
CCOC(=O)CSc1ncc(-c2cccc(Cl)c2)cn1	7%	16%	0%	2%	u	-1%	-17%	-20%
Cc1nnc(Sc2nc3c(c(=O)n(C)c(=O)n3C)n2Cc2ccc(Cl)cc2)s1	8%	2%	5%	2%	13%	0%	11%	15%[10 µM]
CCN(CC)c1ccc(/C=N/NC(=O)CNC(=O)c2ccccn2)cc1	-27%	-1%	11%	u	u	u	-26%	x
CCCCC(=O)N=c1sc2cc(S(C)(=O)=O)ccc2n1C	13%	14%	0%	2%	0%	5%	0%	11%
COc1ccc([N+](=O)[O-])cc1NC(=O)c1ccccc1N(C)S(C)(=O)=O	x	13%	-7%	-17%	0%	6%	-4%	-51%
CCn1c(SCc2nc(-c3ccc(Cl)cc3)no2)nnc1-c1ccco1	-36%[inhibitor]	u	11%	7%	u	-1%	-6%	-3%
Cc1cccc(OCCCN2C(=O)C(=O)c3cc(C)ccc32)c1	-21%	8%[9.22 µM]	8%	0.1µM*	u	-1%	-10%	44%[10 µM]
COc1ccc(CN(Cc2ccc(C(=O)O)cc2)C(=S)Nc2cccc(C)c2)cc1OC	x	-3%	3%	u	-13%	2%	-16%	2%
Cc1nnc(SCc2nnc(-c3cccs3)o2)n1C1CCCCC1	10%	13%	2%	-1%	-1%	-3%	-1%	-3%[10 µM]
CC(=O)Nc1ccc(/C=N/Nc2ccc(C(=O)c3c(C)cc4ccccn34)cc2[N+](=O)[O-])cc1	x	-18%[9.22 µM]	6%	x	u	-6%	-30%	20%[10 µM]
CCCCN=C(N)/C(C(=O)OCC)=C(\O)c1ccc(OC)cc1	x	-17%	u	-8%	-17%	4%	-14%	-24%
CCS(=O)(=O)N1CCCC(C(=O)NCCCN(C)Cc2ccccc2)C1 (stereo not given)	0%	11%	-1%	-1%	-2%	1%	2%	12%[1.9 µM]
Cn1c(=O)c(=O)n(C)c2cc(S(=O)(=O)N3CC(=O)N(CCc4ccccc4)C(=O)C3)ccc21	x	8%[9.22 µM]	-7%	x	x	u	-3%	15%[10 µM]

# Reprinted at random: 2 entries already listed, in no set order.
SMILES	SMN2 splice enh	HTT aggregate	Tau fibril FP	ALDH1A1 inh	Tau ThT inhib	JMJD2E inh	Tau fluor counter	HTT ATP protect
Cc1nnc(SCc2nnc(-c3cccs3)o2)n1C1CCCCC1	10%	13%	2%	-1%	-1%	-3%	-1%	-3%[10 µM]
CCS(=O)(=O)N1CCCC(C(=O)NCCCN(C)Cc2ccccc2)C1 (stereo not given)	0%	11%	-1%	-1%	-2%	1%	2%	12%[1.9 µM]

# Remaining list, next part.
SMILES	SMN2 splice enh	HTT aggregate	Tau fibril FP	ALDH1A1 inh	Tau ThT inhib	JMJD2E inh	Tau fluor counter	HTT ATP protect
O=C(O)CCC(=O)OCC1CCCCC1	13%	-14%	3%	5%	-7%	-3%	-9%	-11%
COc1cccc(C2c3[nH]c4ccccc4c3CCN2Cc2ncc[nH]2)c1 (stereo not given)	3%	7%[9.22 µM]	-3%	4%	u	u	-5%	-4%[10 µM]
COc1ccc(CN2CC(C(=O)NCCCN3CCN(Cc4ccccc4)CC3)CC2=O)cc1 (stereo not given)	-10%	13%	-10%	-2%	-4%	1%	-8%	x
Cc1ccc(C(=O)Nc2ccc(N3CCCC3)cc2)c(C)c1	x	5%[9.22 µM]	2%	u	14µM*	25µM*	-26%	-25%[10 µM]
Cc1ccc(OC(=O)CCC(=O)N2CCc3ccccc32)cc1	x	2%	9%	1%	-15%	1%	-4%	-1%
c1csc(-c2nc(CN3CCSCC3)cs2)c1	x	-14%[9.22 µM]	8%	x	7%	-24%	14%	-2%[10 µM]
CC(OC(=O)C1=NNC(=O)CC1)C(=O)Nc1ncc(Cl)cc1Cl (stereo not given)	-5%	-13%	-2%	7%	3%	1%	-1%	-27%
COc1ccccc1-n1c(SCC(=O)NCc2ccc3c(c2)OCO3)nc2cc([N+](=O)[O-])ccc21	-15%	8%	0%	1.1µM*	u	u	-29%	-3%[10 µM]
Cc1ccc(C(=O)NNS(=O)(=O)c2ccccc2[N+](=O)[O-])cc1	-59%[inhibitor]	3%	-1%	-10%	8%	-2%	2%	-5%[1.9 µM]
Oc1ccc(/C=N/n2c3ccccc3c3ccccc32)cc1	-31%[inhibitor]	-1%	u	-9%	35µM*	-8%	14µM*[quencher]	7%
N#Cc1cc2sc3nc4ccccc4n3c2cc1C#N	8%	11%	3%	0%	5%	-9%	9%	-10%
Cc1ccc(C)c(C(=O)CCC(=O)O)c1	x	-10%[9.22 µM]	-2%	x	-4%	1%	-7%	-6%[10 µM]

# Later entries.
compound | SMN2 splice enh | HTT aggregate | Tau fibril FP | ALDH1A1 inh | Tau ThT inhib | JMJD2E inh | Tau fluor counter | HTT ATP protect
COc1ccc(CN(C(=O)c2cnccn2)C(C(=O)NC(C)(C)C)c2cc(OC)c(OC)c(OC)c2)cc1 (stereo not given) | -3% | -1% | 5% | -1% | 1% | -2% | 6% | -6%[10 µM]
CCC(CO)N=CC1=C(O)CC(C)(C)CC1=O (stereo not given) | 16% | -1% | 3% | -10% | -5% | 5% | 1% | -4%
Cc1n(-c2ccccc2)c2ccc(Cl)cc2[n+]1CCO | -7% | x | -1% | 6% | 3% | -15% | 5% | x
CCS(=O)(=O)N1CCCC(C(=O)NCc2cccnc2)C1 (stereo not given) | -10% | -11% | 1% | 2% | -1% | 2% | 2% | -5%
Cc1ccc(C(=O)NCc2ccc3c(c2)OCO3)cc1N1CCCC1=O | 6% | 6% | -7% | -2% | 0% | 3% | -2% | -13%
CCOC(=O)c1c(C)n(C)c2cc(CN(C)C)c(O)c(S(=O)(=O)c3ccccc3)c12 | x | -14%[9.22 µM] | 4%[2.34 µM] | 2% | -1% | 2% | 9%[2.34 µM] | -11%[10 µM]
O=C(NC1(C(F)(F)F)NC(=O)N(Cc2cccnc2)C1=O)c1ccccc1Cl (stereo not given) | 24% | 10% | 9% | -4% | -4% | 1% | 2% | 35%
N#Cc1c(C(F)(F)F)cc(-c2cccc(Cl)c2)[nH]c1=O | -9% | x | -2% | u | -3% | u | -15% | 5%[10 µM]
CCC(Sc1ncccc1C(=O)Oc1cccc([N+](=O)[O-])c1)C(=O)Nc1ccccc1OC (stereo not given) | 0% | 1% | 4% | u | 5% | u | 11% | 1%[10 µM]
COc1ccc(OC)c(NS(=O)(=O)c2ccc(Cl)nc2)c1 | 5% | -7% | 0% | -5% | 2% | -2% | -5% | x

# Some of these compounds in order of the Tau fibril FP value, smallest number first.
SMILES | Tau fibril FP
N#Cc1c(C(F)(F)F)cc(-c2cccc(Cl)c2)[nH]c1=O | -2%
COc1ccc(CN(C(=O)c2cnccn2)C(C(=O)NC(C)(C)C)c2cc(OC)c(OC)c(OC)c2)cc1 (stereo not given) | 5%
O=C(NC1(C(F)(F)F)NC(=O)N(Cc2cccnc2)C1=O)c1ccccc1Cl (stereo not given) | 9%

# (further entries)
compound | SMN2 splice enh | HTT aggregate | Tau fibril FP | ALDH1A1 inh | Tau ThT inhib | JMJD2E inh | Tau fluor counter | HTT ATP protect
O=c1[nH]c(-[n+]2ccccc2)c(/C=N/N=C(\[O-])c2ccccc2)s1 | x | 5%[9.22 µM] | 1% | x | x | -2% | -3% | -8%[10 µM]
Cc1cc(C)cc(NC(=O)Cn2c(=O)oc3cc(S(=O)(=O)N4CCCC4)ccc32)c1 | 24% | x | -7% | x | 0% | x | -16% | x
COCCn1c(C)cc(C(=O)COC(=O)c2ccccc2Br)c1C | x | 8% | 1% | 4% | -9% | 1% | -13% | -152%[inhibitor]
O=C(Nc1nc2ccccc2s1)c1ccc(Cl)s1 | 6.3µM* | -8% | -10% | -12% | -1% | u | -17% | -2%

# High-throughput results as filed in PubChem.
